Compound activity deposited in PubChem by National Center for Advancing Translational Sciences (NCATS).
Lipid storage S3 = qHTS Assay for Lipid Storage Modulators in Drosophila S3 Cells; Drosophila S3 cells, BODIPY lipid droplet fluorescence, 18-24 h; cells fed with added oleic acid; Potency in µM for hits, for the others lipid storage change, negative = inhibition, % at the top dose, mostly 46.1 µM; 320,000 compounds, 0.64% hits; active means well fitted inhibition curve with a large enough effect in the signal ratio, with a control signal flat, not every such curve was filed as active; inconclusive means small, poorly fitted or top-dose-only effect, or effect the other way, or a change in a side signal; the % refers to the signal ratio
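Drosophila S3 cells loaded with oleic acid (400 uM, as added) and compounds at several concentrations; lipid droplets imaged by 488-nm laser-scanning cytometry, 500–530 nm intensity and object ratio to cell channel. Percent activity normalized to 20 uM Triacsin C.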
Lipid storage S3 cell count max = recorded beside Lipid storage S3, whose call it bears; cell number change, %; measured here: cell count max response;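 cells counted by Cell Tracker Red CMTPX staining in the red channel; peak over a dose series mostly up to 46.1 µM; percent activity relative to internal control wells on each plate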
* marks the source's active call; other numbers are inactive results; [ ] = remark or other dose. On the % scale 0 is the no-effect control and ±100 the full control effect; potency means the concentration at half of the fitted maximal effect. The list is partial, so the mix of outcomes need not match the whole.

For O=C(c1cc(-c2ccccn2)nc2ccc(Cl)cc12)N1CCN(CCc2ccccc2)CC1 the results were Lipid storage S3 inconclusive.
For CCOC(=O)C(C)Sc1nnc(-c2c[nH]c3ccccc23)n1C (stereo unspecified) the results were Lipid storage S3 -1%[9.22 µM] and Lipid storage S3 cell count max 11.
`O=C(CN1CCC(O)CC1)N1c2ccccc2C=Cc2ccccc21` gave Lipid storage S3 -1% and Lipid storage S3 cell count max 5.
CCCn1c(=O)[nH]c(=O)c2c(C(F)(F)F)cc(-c3ccc(C)cc3)nc21 was read as Lipid storage S3 inconclusive.
`N#Cc1ccc(OCC(O)CN2CCN(c3ncc(C(F)(F)F)cc3Cl)CC2)cc1` (stereo unspecified) gave Lipid storage S3 inactive and Lipid storage S3 cell count max -19.
For Cc1cc(Cl)ccc1OCC(=O)NC(=S)Nc1ccccc1N1CCOCC1 the results were Lipid storage S3 inconclusive.
Screening COc1ccc(NC(=O)CSc2nnc(Cn3c(=O)sc4ccccc43)n2C)cc1 returned Lipid storage S3 -2% and Lipid storage S3 cell count max -10.
COc1ccccc1-n1c(=S)[nH]c2c(sc(=S)n2-c2ccccc2)c1=O was read as Lipid storage S3 inconclusive.
Screening COc1ccc(C(NC(=O)c2ccccc2F)NC(=O)c2ccccc2F)cc1 returned Lipid storage S3 18% and Lipid storage S3 cell count max -1.
For COc1ccc2c(c1)-c1c(sn(-c3ccc(OC)c(OC)c3)c1=S)C(C)(C)N2 the results were Lipid storage S3 inconclusive.
Screening Cn1c(=O)[nH]c(=O)c2c1nc(N1CCOCC1)n2CCc1ccccc1 returned Lipid storage S3 2% and Lipid storage S3 cell count max 0.
`CC(C)(C)OC(=O)NCCC(=O)N/N=C/c1ccc2nccnc2c1` gave Lipid storage S3 6% and Lipid storage S3 cell count max 0.
`O=S(=O)(NC1CCCCC1NCc1ccco1)c1ccc(Cl)cc1` (stereo unspecified) gave Lipid storage S3 inconclusive.
`N#CCc1ccc(Oc2ncccn2)cc1` gave Lipid storage S3 inconclusive.
Cc1ccc(-c2csc(N3CCN(c4ccc5nc(-c6ccncc6)n(CCN6CCCCC6)c5c4)CC3)n2)cc1 was read as Lipid storage S3 inconclusive.
CCOC(=O)C(NC(=O)c1ccccc1)=C1C=C(C)OC(C)=C1 was read as Lipid storage S3 inconclusive.
COc1cccc(NC(=O)Cn2c(SCC(=O)N3CCOCC3)nc3ccccc32)c1 was read as Lipid storage S3 inconclusive.
COc1cc(S(=O)(=O)N2CCC(c3nc4ccccc4s3)CC2)ccc1S(=O)(=O)NC1CCCC1 was read as Lipid storage S3 6% and Lipid storage S3 cell count max -1.
For CC(=O)Nc1ccc(NC(=O)[C@@H](NC(=O)c2cccc(C)c2)C(C)C)cc1 the results were Lipid storage S3 inactive and Lipid storage S3 cell count max 3.
`Cc1cc(NS(=O)(=O)c2ccc(NC(=O)Cc3cccs3)cc2)no1` gave Lipid storage S3 3% and Lipid storage S3 cell count max 0.
COc1ccc(C(=O)C2CCCN(C(=O)c3cccnc3OC)C2)cc1F (stereo unspecified) was read as Lipid storage S3 1% and Lipid storage S3 cell count max 17.
CCOc1cc(/C=N/NC(=O)CN2CCCCC2)ccc1O was read as Lipid storage S3 11% and Lipid storage S3 cell count max -9.
`COc1ccc(Nc2cc(C)nc3ncnn23)cc1Cl` gave Lipid storage S3 inconclusive.
CC(NS(=O)(=O)c1ccc([N+](=O)[O-])cc1)C(=O)NN (stereo unspecified) was read as Lipid storage S3 inconclusive.
Cc1ccc(NC(=O)CSCC(=O)OC(C)C(=O)Nc2ccccc2C)cc1 (stereo unspecified) was read as Lipid storage S3 -2%[0.0737 µM] and Lipid storage S3 cell count max -2.
For COc1ccc(C2C(C(=O)c3ccc(C)o3)=C(O)C(=O)N2CC2CCCO2)cc1OC (stereo unspecified) the results were Lipid storage S3 inconclusive.
O=C(CCl)NCCN1C(=O)S/C(=C\c2cccnc2)C1=O was read as Lipid storage S3 inconclusive.
`CS(=O)(=O)N1CCc2cc(NC(=O)c3ccc(Cl)cc3Cl)ccc21` gave Lipid storage S3 -7% and Lipid storage S3 cell count max 20.
For Cc1nn(-c2ccccc2)c2c1C(c1cccc([N+](=O)[O-])c1)N(c1ccccc1)C(=O)N2 (stereo unspecified) the results were Lipid storage S3 inconclusive.
For CCOc1ccc(NC(=O)CSC2=NN3CCCC(=O)N=C3S2)cc1 the results were Lipid storage S3 inactive.
For CCc1ccc(NC(=O)C2CCN(S(=O)(=O)c3cccs3)CC2)cc1 the results were Lipid storage S3 inactive and Lipid storage S3 cell count max 2.
For CC[N+](CC)(CCCCS(=O)(=O)[O-])CCNP1(=O)C=C(c2ccccc2)OC(c2ccccc2)=C1 the results were Lipid storage S3 inconclusive.
For Cc1cccc2sc(NC(=O)CN3C(=O)c4ccccc4C3=O)nc12 the results were Lipid storage S3 -5% and Lipid storage S3 cell count max -3.
Screening Cc1nnc(NC(=O)CSc2nccn2-c2cccc(C)c2C)s1 returned Lipid storage S3 2% and Lipid storage S3 cell count max -8.
For Cc1c(NC(=O)CSc2ccccn2)c(=O)n(-c2ccccc2)n1C the results were Lipid storage S3 inconclusive.
For COc1ccc(N(CC(=O)NCCSCc2ccco2)S(=O)(=O)c2ccccc2)cc1OC the results were Lipid storage S3 inconclusive.
CCn1c(=O)c(C(=O)NCc2ccc(Cl)cc2)c(O)c2ccccc21 was read as Lipid storage S3 inconclusive.
For O=C1N/C(=C/c2cccs2)C(=O)N1Cc1ccc(F)cc1 the results were Lipid storage S3 -12% and Lipid storage S3 cell count max 3.
Cc1ccccc1NC(=O)c1ccc(Cn2cc([N+](=O)[O-])cn2)o1 was read as Lipid storage S3 12% and Lipid storage S3 cell count max 8.
CC(C)(C)c1cc(NCCCn2ccnc2)n2ncc(-c3ccccc3)c2n1 was read as Lipid storage S3 inconclusive.

6 records drawn at random from those above, as already listed:
For Cc1nn(-c2ccccc2)c2c1C(c1cccc([N+](=O)[O-])c1)N(c1ccccc1)C(=O)N2 (stereo unspecified) the results were Lipid storage S3 inconclusive.
For Cc1c(NC(=O)CSc2ccccn2)c(=O)n(-c2ccccc2)n1C the results were Lipid storage S3 inconclusive.
CC(NS(=O)(=O)c1ccc([N+](=O)[O-])cc1)C(=O)NN (stereo unspecified) was read as Lipid storage S3 inconclusive.
Screening Cc1nnc(NC(=O)CSc2nccn2-c2cccc(C)c2C)s1 returned Lipid storage S3 2% and Lipid storage S3 cell count max -8.
CCn1c(=O)c(C(=O)NCc2ccc(Cl)cc2)c(O)c2ccccc21 was read as Lipid storage S3 inconclusive.
Cc1ccccc1NC(=O)c1ccc(Cn2cc([N+](=O)[O-])cn2)o1 was read as Lipid storage S3 12% and Lipid storage S3 cell count max 8.

Going on with the list:
COc1ccc(NC2=C(Cl)C(=O)N(CCc3ccccc3)C2=O)c(OC)c1 was read as Lipid storage S3 inconclusive.
`CCCCOc1ccccc1NC(=O)Cn1c(-c2nonc2N)nc2ccccc21` gave Lipid storage S3 inconclusive.
Screening Cc1ccc2nc(SCC(=O)c3ccc4c(c3)OCO4)[nH]c2c1 returned Lipid storage S3 inconclusive.
For O=C1C2C3C=CC(C3)C2C(=O)N1CCN1CCN(S(=O)(=O)/C=C/c2ccccc2)CC1 (stereo unspecified) the results were Lipid storage S3 3% and Lipid storage S3 cell count max -5.
Screening COc1ccc(C)cc1S(=O)(=O)N1CCN(C(=O)c2ncoc2-c2ccc(C)cc2)CC1 returned Lipid storage S3 inactive and Lipid storage S3 cell count max -19.
For CCCn1nnc(NC(=O)c2ccc3c(c2)OCO3)n1 the results were Lipid storage S3 0% and Lipid storage S3 cell count max 1.
`CCOC(=O)N1CCC(Nc2c(NCCCN(C)Cc3ccccc3)c(=O)c2=O)CC1` gave Lipid storage S3 inconclusive.
Screening Cc1cccc(C)c1N1C(=O)C(Cl)=C(N2CCCC2)C1=O returned Lipid storage S3 inactive and Lipid storage S3 cell count max 10.
`O=C(O)CC1Sc2nc3ccccc3n2C1=O` (stereo unspecified) gave Lipid storage S3 inconclusive.
For O=C(Nc1ccncc1)C1CCN(S(=O)(=O)c2cccs2)CC1 the results were Lipid storage S3 inconclusive.
For Cc1ccc(N(C(=O)c2ccncc2)C2C=CS(=O)(=O)C2)cc1 (stereo unspecified) the results were Lipid storage S3 1% and Lipid storage S3 cell count max -3.
For Cc1cc(C)n(-c2ccc(C(=O)OC(C)C)cc2)n1 the results were Lipid storage S3 -4% and Lipid storage S3 cell count max -6.
Screening COC(=O)c1sccc1-n1cccc1C(=O)C(=O)N1CCOCC1 returned Lipid storage S3 inconclusive.
CCOC(=O)c1cc(-c2ccc(Cl)cc2)nc2onc(C)c12 was read as Lipid storage S3 inconclusive.
Screening CCC(=O)Nc1nc2ccccc2n1Cc1ccc(Cl)cc1 returned Lipid storage S3 inconclusive.
Screening COc1cc(/C=N/n2c(C3CCCCC3)n[nH]c2=S)cc(OC)c1O returned Lipid storage S3 7% and Lipid storage S3 cell count max 0.
`CCn1c(N2CCN(C(=O)Nc3ccc(F)cc3)CC2)nc2ccccc21` gave Lipid storage S3 -18% and Lipid storage S3 cell count max -15.
For O=[N+]([O-])c1ncccc1OCc1ccc(Br)cc1F the results were Lipid storage S3 inactive and Lipid storage S3 cell count max 17.
Screening CN1C2CCC1CC(NS(=O)(=O)c1cc(Cl)c(Cl)cc1Cl)C2 (stereo unspecified) returned Lipid storage S3 -5% and Lipid storage S3 cell count max 20.
O=C(NCCCN1CCCC1=O)c1ccc(NS(=O)(=O)c2ccccc2)cc1 was read as Lipid storage S3 inconclusive.
For COc1cccc(CN2CC(C(=O)NCc3ccc(Cl)s3)CCC2=O)c1 (stereo unspecified) the results were Lipid storage S3 -13%.
For Cc1cc(NC(=O)c2ccc(C)s2)n(-c2ccccc2)n1 the results were Lipid storage S3 4% and Lipid storage S3 cell count max 23.
For O=C(O)CCCCCN1C(=O)c2ccc(C(=O)O)cc2C1=O the results were Lipid storage S3 -10% and Lipid storage S3 cell count max -7.
CC(C)(C)C(=O)Nc1c2c(nn1-c1ccccc1)CSC2 was read as Lipid storage S3 inactive.
`Cc1ccc(-n2nnc3c(=O)n(Cc4cc(C)ccc4C)cnc32)cc1` gave Lipid storage S3 0% and Lipid storage S3 cell count max -3.
Screening O=C(c1cn(-c2ccccc2)nc1-c1cccs1)N1CCOCC1 returned Lipid storage S3 7% and Lipid storage S3 cell count max -17.
Screening Cc1ccc(-c2cc(C(=O)NCCCN3CCOCC3)no2)cc1 returned Lipid storage S3 21% and Lipid storage S3 cell count max -9.
`O=c1cc(-c2ccccc2)nc2cc(-c3ccc(Br)cc3)[nH]n12` gave Lipid storage S3 inactive.
For O=C(COc1ccc(CO)cc1)Nc1ccc(F)cc1 the results were Lipid storage S3 29% and Lipid storage S3 cell count max -4.
For COc1ccc(C2C(=O)N(CCc3ccccc3)CC(=O)N2C2CCCCC2)cc1 (stereo unspecified) the results were Lipid storage S3 inconclusive.
Screening COc1ccc(CNC(=O)c2sccc2-c2ccccc2)cc1OC returned Lipid storage S3 inconclusive.
`CCN1C(=O)[C@H]2[C@@H](c3ccc(C)cc3)N3C(=O)N(c4cccc(Cl)c4)C(=O)[C@@]3(Cc3ccccc3)[C@H]2C1=O` gave Lipid storage S3 inconclusive.
For COc1cccc(Cn2c(=O)c3ccccc3n3nc(C)cc23)c1 the results were Lipid storage S3 19% and Lipid storage S3 cell count max 9.
`O=C(CCc1nc(-c2ccccc2Cl)no1)NC1CCCCC1` gave Lipid storage S3 inconclusive.
`CC(=O)NC(=S)Nc1ccccc1F` gave Lipid storage S3 -23% and Lipid storage S3 cell count max -1.
NC(=O)c1nsc(C(=O)N(c2ccc3c(c2)OCCO3)C(C(=O)NCC2CCCO2)c2ccc(F)cc2)c1N (stereo unspecified) was read as Lipid storage S3 inconclusive.
`Cc1c(C(=O)N(C)C)sc2nc(-c3ccccn3)[nH]c(=O)c12` gave Lipid storage S3 inconclusive.
Screening Cc1occc1C(=O)Nc1nnc(C2CCCCC2)s1 returned Lipid storage S3 inconclusive.
`CC(=O)N(Cc1ccc(Cl)cc1)c1cnccn1` gave Lipid storage S3 inconclusive.
Screening O=C(CCCCC(=O)Nc1ccccc1)Nc1ccccc1 returned Lipid storage S3 inconclusive.
CCCNC(=O)N1CCC(C(=O)c2ccc(F)cc2)CC1 was read as Lipid storage S3 inconclusive.
For COC(=O)c1c(C)c(C)nc(N)c1C#N the results were Lipid storage S3 inactive.
For Cc1ccc(C)c(CN2CCC(CNC(=O)Nc3ccc(F)c(Cl)c3)CC2)c1 the results were Lipid storage S3 -21% and Lipid storage S3 cell count max -8.
`O=C(NCCS(=O)(=O)N1CCc2ccccc2C1)c1ccccc1` gave Lipid storage S3 inconclusive.
O=[N+]([O-])c1cccc(S(=O)(=O)NCCCN2CCOCC2)c1 was read as Lipid storage S3 -3% and Lipid storage S3 cell count max 9.
`CC(NC(=O)c1ccco1)C(c1cccs1)N1CCOCC1` (stereo unspecified) gave Lipid storage S3 12%.
For CCCOc1ccc(OCCSc2ncccn2)cc1 the results were Lipid storage S3 inactive.
Screening Cc1cc(C)c2c(=O)[nH]c(SCC(=O)c3ccc(C)c(C)c3)nc2n1 returned Lipid storage S3 24%.

In the list so far, these have a tert-butyl group:
`CC(C)(C)OC(=O)NCCC(=O)N/N=C/c1ccc2nccnc2c1` gave Lipid storage S3 6% and Lipid storage S3 cell count max 0.
CC(C)(C)c1cc(NCCCn2ccnc2)n2ncc(-c3ccccc3)c2n1 was read as Lipid storage S3 inconclusive.
CC(C)(C)C(=O)Nc1c2c(nn1-c1ccccc1)CSC2 was read as Lipid storage S3 inactive.
